# OX1R antag-1: blocks the human orexin 1 receptor. O43613. OX1R-expressing cells, FRET antagonist read-out. inhibition, % at 6.6 µM. 1.8% of 330,000 active. AID 485270; in the data active means inhibition mostly above about 38%, no sharp cut-off; inactive means mostly below about 40%;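 further: 0% = agonist challenge alone and 100% = reference antagonist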
# Target sequence (O43613 whole entry, looked up): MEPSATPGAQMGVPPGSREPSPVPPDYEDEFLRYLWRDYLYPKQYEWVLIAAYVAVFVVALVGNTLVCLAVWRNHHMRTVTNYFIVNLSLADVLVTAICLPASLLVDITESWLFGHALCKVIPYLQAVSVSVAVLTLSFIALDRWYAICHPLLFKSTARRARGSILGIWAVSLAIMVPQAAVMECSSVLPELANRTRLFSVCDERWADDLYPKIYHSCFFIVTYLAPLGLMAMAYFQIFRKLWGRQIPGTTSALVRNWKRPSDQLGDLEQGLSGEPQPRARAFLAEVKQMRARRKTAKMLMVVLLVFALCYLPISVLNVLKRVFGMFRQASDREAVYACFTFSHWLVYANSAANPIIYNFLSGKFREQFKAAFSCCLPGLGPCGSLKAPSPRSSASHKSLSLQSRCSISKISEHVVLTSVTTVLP
# OX1R antag-2: human HCRTR1 antagonism; AID 434989; 0.43% of 330,000 active; CHO/OX1R cells, Fluo-8 calcium fluorescence, orexin A; inhibition, % at 5 µM;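 active means inhibition above its plate's threshold, mean inhibition of all tested compounds on the plate plus 3 SD, cut at about 37% in these data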;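 further: 0% = orexin A challenge wells and 100% = SB-334867-A antagonist wells; not every result past the cut was called active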
# * hit, by the source's call; & = joins results of further samples.
OX1R antag-1	OX1R antag-2	Structure
4	10	O=C(NCc1ccccc1F)c1ccc(S(=O)(=O)N2CCCCCC2)cc1
2	-8	O=C1CCCC2=C1C(c1ccc(O)c(Br)c1)C1=C(CCCC1=O)N2c1ccccc1
39	-25	O=C(c1cc([N+](=O)[O-])ccc1N1CCOCC1)N1CCN(c2ccc([N+](=O)[O-])cc2)CC1
22	-13	O=[N+]([O-])c1ccc(C2CCCC/C2=N/O)c([N+](=O)[O-])c1 (centres undefined)
4	-18	CC(CN1CCOCC1)OC(=O)c1ccccc1 (centres undefined)
-2	-24	N#Cc1ccc(NC(=O)CNc2cc(S(=O)(=O)N3CCOCC3)ccc2NCC2CCCO2)cc1 (centres undefined)
6	-5	CC1(C)CC(=O)C(C2=NC(C)(C)Cc3ccccc32)=C(O)C1
-6	-25	Cc1ccc(-n2cc(CNCCN3CCOC3=O)c(-c3ccc(F)cc3)n2)cc1
13	-16	O=C(NCCc1ccncc1)Nc1cccc(Cl)c1
-1	2	Cc1cc(=O)oc2c(C)c(OCC(=O)NCc3ccccn3)ccc12
7	-6	CN(C)CCNc1nc2sc3c(c2c(=O)n1CCc1ccccc1)CCCCC3
7	7	Cc1cc(C)nc(NS(=O)(=O)c2ccc(NS(=O)(=O)c3ccc(C#N)cc3)cc2)n1
50	-36	COC(=O)c1c(NC(=S)Nc2cc(OC)c(Cl)cc2OC)sc2c1CCCCC2
7&10	-1&-2	C[C@]12CCC(=O)C=C1CC[C@@H]1[C@@H]2[C@@H](O)C[C@@]2(C)[C@H]1CC[C@]2(O)C(=O)CO
20	0	CCOC(=O)C1CCN(C(=O)CN(c2ccc3c(c2)OCO3)S(C)(=O)=O)CC1

# Sorted by length of the SMILES (rising): part of the list above
OX1R antag-1	OX1R antag-2	Structure
13	-16	O=C(NCCc1ccncc1)Nc1cccc(Cl)c1
6	-5	CC1(C)CC(=O)C(C2=NC(C)(C)Cc3ccccc32)=C(O)C1
4	10	O=C(NCc1ccccc1F)c1ccc(S(=O)(=O)N2CCCCCC2)cc1
20	0	CCOC(=O)C1CCN(C(=O)CN(c2ccc3c(c2)OCO3)S(C)(=O)=O)CC1
-2	-24	N#Cc1ccc(NC(=O)CNc2cc(S(=O)(=O)N3CCOCC3)ccc2NCC2CCCO2)cc1 (centres undefined)

# (listing goes on)
OX1R antag-1	OX1R antag-2	Structure
1	-20	CCCc1ccccc1OCCNC(C)=O
4	-11	CC(C)(C)OC(=O)C[C@@H]1C/C=C\C[C@@H](CC(=O)NCCO)C(=O)N[C@H](Cc2c[nH]c3ccccc23)COC1=O
18	-6	Nc1cc(N)nc(SCc2cc([N+](=O)[O-])cc3c2OCOC3)n1
7	-11	CCCCNC(=O)C1COc2ccccc2O1 (centres undefined)
1	-23	O=C(NCC1CCCCC1)c1ccc(Cl)c(S(=O)(=O)N2CCOCC2)c1
4	-12	O=C(O)c1ccc(NCc2nc3ccccc3n2Cc2ccccc2F)cc1
28	-16	Cn1c(N)c(C(=O)COC(=O)c2ncc(Cl)c(Cl)c2Cl)c(=O)n(C)c1=O
9	-2	Cc1cc2ccccc2c(=O)n1CC(=O)NCc1ccco1
17	-16	O=C(NCc1ccc2c(c1)OCO2)c1nn2cccnc2c1Cl
19	-8	c1ccc(CNc2ncnc3c2cnn3Cc2ccccc2)cc1
4	-17	O=c1c2ccccc2[nH]c(=S)n1CCC1=CCCCC1
6	-7	COc1ccccc1N1CC(C(=O)Nc2ccc(C)c(S(=O)(=O)N3CCOCC3)c2)CC1=O (centres undefined)
15	-14	Cn1c(=O)c(=O)n(C)c2cc(N3CCCC3)c(NS(=O)(=O)c3ccc(F)cc3)cc21
15	-18	N#CCCNCC1(c2ccccc2)CCCC1
14	-5	CN(CC(=O)Nc1cccc(F)c1)C(=O)/C=C/c1ccc(Br)s1
54*	-10	CSc1ccccc1NC(=O)c1cc(-c2cccs2)on1
15	-3	CCn1cnc2sc(C(=O)O)c(C)c2c1=O
24	-3	Cc1[nH]n(-c2ccccc2)c(=O)c1C(c1ccc(C(=O)O)cc1)c1c(C)[nH]n(-c2ccccc2)c1=O
14	-12	O=C(/C=C/c1ccc2c(c1)OCO2)N1CCN(c2ccc(Cl)cc2)CC1
15	-18	CCOC(=O)c1c(C)[nH]c(C(=O)OC)c1CCC(=O)OC
17	-17	NNC(=O)c1cncc(Br)c1
5	-21	Cc1cccc(C(=O)Oc2ccccc2C(=O)N2CCOCC2)c1
11	-12	Cc1noc(NS(=O)(=O)c2ccc(NC(=O)CCC3CCCCC3)cc2)c1C
7	-26	CNC(=O)CS(=O)(=O)CC(=O)Nc1cc(OC(C)C)c(Cl)cc1Cl
13	-20	COC(=O)c1ccc(/C=N/OCC(=O)Nc2cc(F)ccc2F)cc1
21	-2	Cc1cc(NC(=O)c2ccc([N+](=O)[O-])cc2Cl)no1
14	-28	COc1cc2oc3ccc(C#Cc4ccc(N)cc4)cc3c(=O)c2cc1OC
70*	-15	Cc1cc(NC(=O)CSc2nccn2-c2ccc([N+](=O)[O-])cc2)no1
25	-6	O=C(NCc1ccc2c(c1)OCO2)c1ccc(CSCc2cccc(Cl)c2)o1
17	-7	COC(=O)C1=COC(OC2OC(CO)C(O)C(O)C2O)C2C1C=CC2(O)CO (centres undefined)
11	-9	CSc1ncccc1C(=O)N1CCN(S(=O)(=O)c2ccc(C)cc2)CC1
1	-3	C[C@H](NC(=O)C1CC(=O)N(c2ccc3c(c2)OCCO3)C1)C(=O)N1CCCCC1 (some centres undefined)
81*	45	COc1cc(/C=N/Nc2snc(SC)c2C#N)ccc1O
13	-41	CC(=O)c1ccc(N2CCN(S(=O)(=O)c3c(C)[nH]c(C)c3C(=O)N3CCCCC3)CC2)cc1
15	-12	Cc1cc(C)n(-c2nc(C)nc(N)n2)n1
10	-8	CCN(CC(=O)Nc1ccccc1C(F)(F)F)C(=O)c1ccc(N2C(=O)CCC2=O)cc1
1	0	COc1ccc(CCC(=O)NC2CCC(C)CC2)cc1 (centres undefined)
16	-11	Cc1nnn(C23CC4CC(CC(C(=O)NN)(C4)C2)C3)n1
17	-25	O=C(Nc1cccc(F)c1)c1ccc(-c2ccccc2Cl)o1
32	-26	O=C(CN1C(=O)c2cccnc2Oc2ccc(Cl)cc21)NC1CCCCCC1
16	-8	COc1ccc(OCC(=O)Nc2ccc(N3CCN(C(=O)c4ccccc4C)CC3)cc2)cc1
-2	-10	Cc1ccc(C)c(Nc2cc(C)nc3ncnn23)c1
2	-21	CSc1ncccc1C(=O)NCC(c1ccco1)N1CCCCC1 (centres undefined)
11	-15	CCOC(=O)CSc1ncnc2c1nnn2-c1ccc(F)cc1
17	-24	Cc1nc2c(C(=O)N3CCN(c4ccccn4)CC3)cnn2c(C)c1Cc1cccc(Cl)c1
16	-6	Cc1ccc(S(=O)(=O)N2CCN(C(=O)C(C)Cn3nc(C)c(C)c3C)CC2)cc1C (centres undefined)
-3	-14	Nc1ccccc1OCCOc1ccccc1N
30	-26	CCc1cccc(CC)c1NC(=S)NC(C)c1ccccc1 (centres undefined)
28	-29	C/C(=N\NC(=O)c1cccc(Br)c1)c1ccc(Br)cc1
8	30	Cc1c(Cl)cccc1NC(=S)NNc1ncc(C(F)(F)F)cc1Cl
41	-27	NS(=O)(=O)c1ccc(N2CCCCCC2)c([N+](=O)[O-])c1
31	8	CC(C)(C)CC(C)(C)NC(=O)Nc1cccc([N+](=O)[O-])c1
16	-11	CCOc1ccc2nc(NS(=O)(=O)c3ccc4c(c3)n(C)c(=O)n4C)sc2c1
16	-15	COc1ccc(NC(=O)Cc2c(F)cccc2Cl)cc1
44	20	Cc1noc(C)c1COC(=O)c1cccc(S(=O)(=O)N2c3ccccc3CC2C)c1 (centres undefined)
4	-6	Cc1nnsc1Sc1ccccn1
2	-14	O=S(=O)(Nc1ccccn1)c1cnc(Cl)c(Br)c1
39	-25	CCOC(=O)c1c(NC(=O)C2CCCO2)sc(C(=O)OC(C)(C)C)c1C (centres undefined)
11	10	CC(C)NCC(O)c1ccc(O)c(O)c1 (centres undefined)
13	-14	O=C(OC1CCCCC1)c1cc2ccccc2oc1=O

# Pulled one by one from above:
OX1R antag-1	OX1R antag-2	Structure
39	-25	CCOC(=O)c1c(NC(=O)C2CCCO2)sc(C(=O)OC(C)(C)C)c1C (centres undefined)
31	8	CC(C)(C)CC(C)(C)NC(=O)Nc1cccc([N+](=O)[O-])c1

# The list goes on:
OX1R antag-1	OX1R antag-2	Structure
18	-19	CCN1CCC2(CC1)N=C(c1ccc(F)cc1)C(=S)N2
-2	-18	CC(C)OCCCNC(=O)CN1CCN(Cc2ccc(Cl)cc2)C1=O
1	-33	COc1ccccc1NC(=O)CCCNC(=O)Cn1cnc2sc(C)c(C)c2c1=O
77*	7	O=C(Cc1cccs1)Nc1cccc(-c2nc3ccccc3o2)c1
35	-26	COc1ccc([C@@H]2CC=C(C(=O)O)[C@H](c3ccc(F)cc3)N2S(=O)(=O)c2ccccc2C)cc1
18	-4	COc1ccc2[nH]c(=O)c(CN(C(C)=O)c3cccc(C)c3)cc2c1
2	-2	Cc1ccc(-c2cc3c(n2-c2ccc(C(=O)O)cc2)CCCC3=O)cc1
15	-16	Cc1cc(C(=O)OCC(=O)c2ccc3c(c2)NC(=O)CO3)c2ccccc2n1
22	-9	c1ccc(-n2c(SCC3CCCCO3)nnc2-c2cccs2)cc1 (centres undefined)
9	0	NS(=O)(=O)c1ccc(NC(=S)N2CCN(Cc3ccc4c(c3)OCO4)CC2)cc1
10	-20	Cn1nc(C(F)(F)F)c(C#N)c1N1CCN(c2cccc(C(F)(F)F)c2)CC1
17	-29	COc1ccc2c(c1)C1(Nc3ccccc3-c3nc4ccccc4n31)C(=O)N2C (centres undefined)
1	-8	Cc1ccc(/C=C2/Sc3ccc(C(=O)N4CCN(C)CC4)cc3NC2=O)cc1
21	-29	Cc1ccccc1NC(=O)c1sc2nc(N3CCOCC3)c3c(c2c1N)CCCC3
13	-31	Cc1c(C(=O)N/N=C/c2ccc(N(C)C)cc2)[nH]c2ccc(Cl)cc12
19	-21	CC(=O)Nc1ccc(NC(=O)CSc2ncc(C(=O)Nc3ccc(Cl)cc3)c(=O)n2C)cc1
7	-15	CCOC(=O)c1ccc(NC(=O)Oc2ccccc2)cc1
9	-17	Cc1nc2cc(NC(=O)NCCC3=CCCCC3)ccc2o1
12	-20	CCOc1ccc(-c2nnn(CC(=O)NCc3ccc(OC)cc3)n2)cc1OCC
12	-33	Cc1nn(C)c(C)c1CN(C)C(=O)C1c2ccccc2Oc2ccccc21
13	-18	CC1CN(c2ncc(/C=N/NC(=O)c3ccccc3O)s2)CC(C)O1 (centres undefined)
19	-12	COc1ccc(OC)c(S(=O)(=O)NCC(c2ccco2)S(=O)(=O)c2ccccc2)c1 (centres undefined)
19	0	Cc1ccc2c(c1)C1C3CCC(C3)C1S(=O)N2 (centres undefined)
8	-32	CS(=O)(=O)c1ccc(Cl)c(NC(=O)CN2CCCC2c2ccc3c(c2)OCCCO3)c1 (centres undefined)
18	-2	O=C(c1ccccn1)N1CCN(c2cccc(C(F)(F)F)c2)CC1
0	-19	CC(=O)c1ccc(NC(=O)CCn2c(=S)oc3ccccc32)cc1
5	11	O=C1NCCN(Cc2ccc(Cl)c(F)c2)C1CC(=O)N1CCCO1 (centres undefined)
24	-35	COc1ccc(/C=C/C(=O)NC(=S)N2CCN(c3ccccn3)CC2)cc1OC
-7	-20	Cc1ccc(Cn2c(=S)[nH]c3ccccc3c2=O)cc1
2	10	O=C1C(Cc2ccccc2)S/C(=N/N=C/c2ccco2)N1c1ccccc1 (centres undefined)
3	-23	COc1ccccc1C(=O)Nc1ccnn1C1CCN(Cc2ncc[nH]2)CC1
9	-14	CCn1nc(C)c(Br)c1Nc1ccc(Br)cc1
12	-31	Cc1c(Br)c(C(F)(F)F)nn1CC(=O)NCc1ccccc1
57	8	CC(=O)c1c(C)[nH]c(C(=O)OCC(=O)Nc2ccc(Cl)cc2[N+](=O)[O-])c1C
7	-13	Brc1ccccc1-c1nnc(-c2cccnc2)o1
12	-8	Cc1cc(N2CCN(C)CC2)nc2ccc(NC(=O)c3cccnc3Cl)cc12
5	-11	COc1ccc(/C=N\NC(=O)c2ccc(Cn3cc(Br)c([N+](=O)[O-])n3)o2)c(OC)c1C
9	-26	CCCN1C(=O)c2cc(C(=O)Nc3cccc(C(C)=O)c3)ccc2C1Nc1cccc(C(C)=O)c1 (centres undefined)
2	-28	COc1ccc(C(=O)N[C@H](C(=O)NCCCn2nc(C)cc2C)C(C)C)cc1
11	-12	Cc1cc(Cl)cc(C)c1OCCCCn1ccnc1
1	-39	CC(C)CCn1c(CN2CCN(c3cccc(Cl)c3)CC2)nc2c1c(=O)n(C)c(=O)n2C
-3	-11	c1ccc(-n2ncc3c2ncn2nc(-c4ccco4)nc32)cc1
6	-11	Cc1cc(=O)[nH]c(=S)n1-c1ccccc1
18	-16	Cc1ccc(C(=O)Nc2cccc(Oc3ccccc3)c2)o1
11	-36	COc1cccc(NC(=S)N(CCc2ccc(OC)c(OC)c2)Cc2ccccn2)c1
6	2	CCC(C(=O)OC)n1cnc2c(oc3ccccc32)c1=O (centres undefined)
29	-28	CCCc1cc(=O)[nH]c(SCC(=O)Nc2ncc(S(=O)(=O)c3ccc([N+](=O)[O-])cc3)s2)n1
15	-8	Cc1ccc(CN(C)C(=O)CCNS(=O)(=O)c2ccccc2)o1
0	-15	Cc1cccc(NC(=O)CNC(=O)CCNC(=O)c2ccc(C(C)(C)C)cc2)c1C

# Some of these compounds in order of their number in OX1R antag-2, lowest first.
OX1R antag-1	OX1R antag-2	Structure
17	-29	COc1ccc2c(c1)C1(Nc3ccccc3-c3nc4ccccc4n31)C(=O)N2C (centres undefined)
11	-12	Cc1cc(Cl)cc(C)c1OCCCCn1ccnc1
16	-11	Cc1nnn(C23CC4CC(CC(C(=O)NN)(C4)C2)C3)n1

# As entered above:
# OX1R antag-2 result of `Cc1cccc(NC(=O)CNC(=O)CCNC(=O)c2ccc(C(C)(C)C)cc2)c1C` : -15
# OX1R antag-1 result of `Cc1ccc(CN(C)C(=O)CCNS(=O)(=O)c2ccccc2)o1` : 15
